NOD1 NF-kB reporter: NOD1 signaling inhibitors, primary screen, cell-based, luminescence, uHTS (AID 1578); inhibition, % at 4 µM; hits with a dose series show EC50 in µM; NOD1-driven NF-kB luciferase reporter cells, luminescence; higher % means a stronger effect; actives 1% (n = 290,000); in the data active = inhibition mostly above about 36%, no sharp cut-off; inactive = mostly below about 34%;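 note: HEK-293T reporter cells stimulated with the NOD1 agonist gamma-tri-DAP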
KOR beta-arrestin-1: KOR agonists, beta-arrestin recruitment, primary screen, cell-based, luminescence, uHTS (AID 1777); KOR beta-arrestin recruitment, luminescence; higher % means a stronger effect; actives 0.02% (n = 280,000); activation, % at 10 µM, or EC50 in µM where a hit was titrated; in the data active = activation above about 50%, passing the limit was not always enough; note: a part of the inactive calls stands beside numbers as strong as those of hits
Rac1 GTP hydrolysis: MgcRacGAP GTPase-activating activity inhibitors, confirmation, biochemical, ADP Hunter fluorescence | MgcRacGAP-stimulated Rac1 GTP hydrolysis, ADP Hunter fluorescence; higher % means a stronger effect; GST-tagged Rac1 F28L mutant substrate | one-dose inhibition, % at 30 µM; IC50 in µM for titrated hits | actives 0.6% (n = 340,000);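 active = first-screen hits whose inhibition reached a set limit at any dose in the follow-up dose series; inconclusive = inhibition above the set first-screen limit but never retested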;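 note: fluorescence reports GDP produced by GAP-driven GTP hydrolysis; strong numbers were not always called active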
KOR beta-arrestin-2: KOR antagonists, beta-arrestin recruitment, cell-based, luminescence, uHTS (AID 1778). KOR beta-arrestin recruitment, luminescence, antagonist mode; higher % means a stronger effect. inhibition, % at 10 µM, or IC50 in µM where a hit was titrated. actives 0.091% (n = 290,000); note: strong numbers were not always called active
NOD2 inhibition: NOD2 signaling inhibitors, cell-based, luminescence, uHTS, HEK293 (AID 1566). HEK293 NOD2/NF-kB luciferase reporter, luminescence; higher % means a stronger effect. inhibition, % at 4 µM, or EC50 in µM where a hit was titrated. actives 0.63% (n = 290,000); note: many of its hits are not listed in these tables
GPR55 activation: selective activators of receptor GPR55 – imaging, U2OS cells, beta-arrestin-GFP redistribution, primary screen (AID 1961); U2OS GPR55 beta-arrestin-GFP redistribution imaging; higher % means a stronger effect; activation, % at 10 µM, or EC50 in µM where a hit was titrated; actives 0.048% (n = 290,000);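 active = activation above 40% with more than 50 cells counted in the well; inconclusive = wells holding fewer than 50 cells, flagged as toxic or sparse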;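 note: U2OS osteosarcoma cells stably expressing GPR55 and beta-arrestin-GFP; plate controls were DMSO negative control for no effect and LPI positive control for full effect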
GPR55 antagonists: inhibition of LPI-stimulated GPR55 beta-arrestin translocation – imaging, U2OS, beta-arrestin-GFP, LPI agonist, primary screen (AID 2013); inhibition, % at 10 µM; hits with a dose series show IC50 in µM; U2OS GPR55 beta-arrestin-GFP translocation imaging, LPI antagonism; higher % means a stronger effect; actives 0.13% (n = 290,000);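 active = spots per cell inhibited over 60%, with over 100 cells counted and total cytoplasm intensity under 500,000; inconclusive = wells with under 100 cells, flagged as likely toxic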;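 note: U2OS cells stably carrying GPR55 and arrestin-GFP stimulated by 5 µM LPI near EC80; imaged beta-arrestin-GFP aggregate spots per cell after agonist stimulation; plate controls were LPI-stimulated DMSO wells for no effect and DMSO wells without LPI for full effect; some results filed as inactive read as strong as hits; confirmed hits need IC50 under 10 µM and bright autofluorescent wells are also inconclusive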
HIV fusion peptide: inhibitors of HIV fusion peptide binding, primary screen, biochemical, uHTS, fluorescence dequenching (AID 1986) | cell-free peptide binding, fluorescence dequenching, 30 min; higher % means a stronger effect | inhibition, % at 20 µM; hits with a dose series show IC50 in µM | actives 0.3% (n = 290,000); in the data active = inhibition mostly above about 52%, no sharp cut-off; inactive = mostly below about 76%; note: some results filed as inactive read as strong as hits
Large T inhibition: SV40 large T antigen inhibitors, biochemical (AID 1903). SV40 large T antigen ATPase/helicase inhibition assay; higher % means a stronger effect. inhibition, % at 20 µM; hits with a dose series show IC50 in µM. actives 0.39% (n = 310,000); in the data active = a potency from the dose series; inconclusive = inhibition mostly from about 32% at the one dose, without a potency; inactive = the rest, 99 in 100 with inhibition below about 32%; note: strong numbers were not always called active
Starred values were filed as active, the others as inactive; ? = inconclusive; . = not tested or not shown; [ ] = another dose, or the depositor's remark. Cut-off read from the data, not from the text of the source, unless noted: active = inhibition above about 50%; inactive = the rest.

SMILES | NOD1 NF-kB reporter | KOR beta-arrestin-1 | Rac1 GTP hydrolysis | KOR beta-arrestin-2 | NOD2 inhibition | GPR55 activation | GPR55 antagonists | HIV fusion peptide | Large T inhibition
Cc1cc(C(=O)NNC(=S)Nc2cccc(C(F)(F)F)c2)nn1C | -17.3% | -0.7% | 5.9% | -14.2% | 20.9% | 0.3% | -7.7% | 0.2% | 3.8%
S=c1[nH]nc(-c2ccc3ccccc3n2)n1-c1ccc2ncccc2c1 | -26.9% | -1.1% | 14.8% | -6.3% | -6.6% | 0.5% | -1.4% | 10.3% | 16.4%
COc1ccc(CN2CCNC(=O)C2CC(=O)NCc2cnn(C)c2)cc1OC (configuration not stated) | -13.6% | -0.7% | 1.4% | 6.9% | 2.5% | 0.4% | 11.2% | 3.1% | 6.8%
CC1Sc2ccc(S(=O)(=O)CCC(=O)Nc3ccccc3Cl)cc2NC1=O (configuration not stated) | -12.1% | 0.7% | 6.5% | -16.6% | 1.0% | 0.4% | 27.9% | -0.7% | 5.5%
Cc1ccc(S(=O)(=O)N2CCN(C(=O)c3ccccc3)CC2)c(C)c1NS(C)(=O)=O | -52.4% | -3.8% | -0.4% | -15.1% | 1.3% | -0.2% | 15.4% | -0.7% | 5.1%
CC1CCN(S(=O)(=O)c2cn(CC(=O)Nc3ccc(C#N)cc3)cn2)CC1 | -24.1% | 0.8% | 11.7% | -23.5% | -0.6% | 0.0% | 85.8% | -1.9% | 1.4%
Cc1cccc(Nc2nc(-c3ccc(O)cc3O)cs2)n1 | 2.8% | -0.7% | -2.8% | 14.5% | -93.6% | 0.0% | -2.1% | -4.2% | 13.8%
CCOC(=O)N1CCN(S(=O)(=O)c2ccc(C(=O)Nc3nc4ccccc4s3)cc2)CC1 | . | 1.4% | 1.4% | -24.0% | 3.1% | 0.1% | -4.2% | -2.5% | 5.4%
N#Cc1cc(C(=O)c2ccccc2OCC(=O)Nc2ccccc2)cn(C2CCCCC2)c1=O | -13.9% | 0.3% | 7.8% | 18.6% | 6.2% | 0.4% | 8.5% | 3.5% | -6.5%
CCOC(=O)c1ccc(NC(=S)NCCCN2CCCCC2)cc1 | 7.2% | -8.0% | 7.0% | 8.4% | -5.3% | -0.1% | -0.1% | -2.7% | -6.5%
O=C(NC(=S)Nc1ccccc1N1CCCC1)c1ccc([N+](=O)[O-])cc1 | 41.2% | 8.1% | 8.0% | 4.3% | -0.7% | 0.0% | 2.1% | -4.0% | 6.9%
CCCNC(=O)CSc1n[nH]c(=O)n1CCc1ccccc1 | 17.3% | 3.2% | 6.9% | 23.6% | -11.8% | -0.3% | -5.0% | 0.3% | 1.8%
CCCCN(C)C(=O)CCC(=O)NNc1nc2ccccc2c2nc(C)nn12 | -17.9% | 1.6% | 2.0% | 0.8% | 16.3% | -0.2% | -5.8% | -0.4% | 28.5%
CN1CCC(N(C)C(=S)NC(=O)c2cc(-c3cccc(Br)c3)nc3ccccc23)CC1 | -21.5% | -6.3% | 3.7% | 11.4% | -20.0% | -0.2% | 7.4% | -1.7% | 19.8%
Cc1ccc(C)c(C(=O)C(C)Sc2nc3nn(-c4ccccc4)c(=O)c-3c3n2CCCCC3)c1 (configuration not stated) | -17.0% | -0.1% | -2.6% | 15.0% | -5.8% | -0.1% | 10.2% | -0.4% | 22.8%
Cc1nc(-c2ccccc2)nc2[nH]c(-c3ccccc3)cc(=O)c12 | -14.0% | 2.3% | -21.5% | -9.6% | -33.4% | -0.1% | 1.8% | 0.1% | -1.9%
O=C(CNS(=O)(=O)c1ccc(F)c(Cl)c1)N1CCCC1 | 11.9% | -6.9% | 9.6% | -25.8%[20 µM] | 0.8% | 0.6% | 25.0% | -0.9% | -2.4%
CCNCc1cc(Br)c(OCC(=O)Nc2ccccc2)c(OC)c1 | -30.0% | -2.5% | 8.4% | 14.8% | 7.5% | -0.1% | 12.4% | 0.3% | 22.1%
NNC(=O)c1cc2ccccc2cc1O | -19.6% | 1.8% | 14.2% | -15.3% | 15.8% | 1.5% | 1.0% | 25.9% | 36.4%
COc1ccc(NC(=O)CCCc2ccccc2)cc1OC | -7.0% | 3.1% | 6.0% | -13.7% | -48.8% | -0.2% | -24.2% | 0.1% | 9.1%
CCOC(=O)CSc1nc2c(c(=O)n1-c1ccc(OC)cc1)SCC2 | -6.3% | -4.0% | 1.4% | -10.2% | 15.8% | 0.2% | -2.1% | -1.4% | 11.4%
CCN(CC)CC(=O)N1c2ccccc2Sc2ccccc21 | -3.1% | 1.9% | . | 15.2% | 7.2% | -0.1% | 10.8% | 2.1% | 8.4%
CCN(CC)c1ccc(C2=NNC(=O)CC2C)cc1[N+](=O)[O-] (configuration not stated) | -2.7% | -3.7% | -2.0% | 21.6% | -5.2% | 0.3% | -7.5% | -1.0% | -2.2%
COc1ccc(-c2cnnn2-c2ccc(NC(=O)c3ccc(S(=O)(=O)N4CCCCC4)cc3)cc2)cc1 | 7.5% | 3.3% | 5.5% | -10.7% | 7.7% | -0.2% | 11.6% | -2.2% | 1.9%
CCOC(=O)C1CCN(C(=O)CSC2=NCCS2)CC1 | 18.0% | 4.6% | 7.8% | -24.8% | -9.2% | 0.2% | -2.1% | 1.4% | 10.7%
Further structures follow.
SMILES | NOD1 NF-kB reporter | KOR beta-arrestin-1 | Rac1 GTP hydrolysis | KOR beta-arrestin-2 | NOD2 inhibition | GPR55 activation | GPR55 antagonists | HIV fusion peptide | Large T inhibition
CN1CCc2c(sc(NC(=O)c3cc(Cl)sc3Cl)c2C(N)=O)C1 | 24.4% | -5.7% | . | -41.2%[20 µM] | 26.8% | 0.0% | 5.4% | 0.9% | 17.7%
COC(=O)c1cccc(NC(=O)c2ccc3c(c2)C(=O)N(Cc2cccnc2)C3=O)c1 | -20.0% | 4.9% | 7.7% | -19.3% | 0.8% | -0.1% | 2.5% | 0.2% | 27.5%
Cc1sc2ncnc(NCCCN3CCCC3=O)c2c1C | 5.8% | -3.8% | 7.2% | -5.9% | -5.5% | -0.2% | 3.3% | -1.9% | 6.0%
O=C(O)c1cccc(NC(=S)N/N=C/c2cccc(O)c2)c1 | -6.8% | 4.0% | 8.3% | -8.1% | -9.8% | -0.3% | -0.2% | 1.3% | 4.8%
O=C(COC(=O)c1ccc([N+](=O)[O-])s1)Nc1ncc(C(F)(F)F)cc1Cl | -15.4% | -1.8% | 14.2% | 38.8% | 16.5% | ? | -10.1% | 6.0% | 27.5%
COC(=O)C(NNc1ccc(F)cc1)(NC(=O)c1ccccc1)C(F)(F)F (configuration not stated) | 2.1% | 2.5% | 7.4% | -17.5% | 1.8% | 0.9% | 14.5% | 2.7% | 11.1%
COc1ccc(NC(C)=O)cc1CNC(=O)COc1ccccc1C(=O)Nc1cccc(C)c1C | 18.8% | -6.4% | 10.4% | 8.9%[20 µM] | 14.2% | -0.2% | 1.7% | -0.4% | 6.0%
COc1ccc(CCNC(=O)C2CCC(=O)N2Cc2ccccc2Cl)cc1OC (configuration not stated) | -8.8% | 1.6% | 2.5% | 7.1% | 14.0% | -0.2% | 13.2% | 0.6% | 8.3%
CC/C(=C/c1sc2ccc(C)cc2[n+]1CCCS(=O)(=O)[O-])SC | -4.6% | 9.1% | . | -9.7% | 19.3% | -0.2% | -3.6% | 5.3% | 17.6%
Cc1cccc(NC(=O)Nc2nnc(N3CCCCC3C)s2)c1C (configuration not stated) | -12.4% | -6.3% | 4.6% | 23.4% | -0.2% | 0.3% | -2.2% | -0.7% | 5.2%
CCOC(=O)c1cccnc1NC(=O)c1ccccc1 | -24.5% | -0.1% | -1.7% | 16.2% | 25.2% | -0.2% | 1.0% | 1.6% | 8.2%
O=C(Nc1cccc(Cl)c1)c1cnn2cccnc12 | -51.8% | -4.5% | 2.2% | 2.8% | -70.3% | -0.1% | 3.4% | 0.0% | 3.2%
COc1cc(/C=N/NC(=O)CSc2n[nH]c(=O)[nH]c2=O)cc(OC)c1O | -14.8% | -3.8% | 2.3% | 21.5% | 19.0% | 0.7% | 11.7% | 1.0% | 19.5%
O=C(NCc1ccco1)C(c1ccccc1)N(C(=O)Cc1cccs1)c1ccccc1 (configuration not stated) | -20.4% | -3.4% | 3.1% | 3.5% | -3.8% | 0.8% | 10.0% | 5.1% | 20.4%
COc1cc(CCC(O)CC(=O)CCc2ccccc2)ccc1O (configuration not stated) | 3.1% | -0.5% | 22.7% | 1.8% | -15.8% | 0.1% | 0.4% | -1.1% | 25.9%
C=CCOc1ccc(/C=N/NC(=O)CC(=O)NC2CCCCC2)cc1 | -27.8% | -3.4% | 5.6% | 7.1% | 15.8% | 0.5% | -12.7% | -1.6% | 4.1%
Cc1ccc(S(=O)(=O)NCC2CCC(C(=O)NCc3cccnc3)CC2)cc1 (configuration not stated) | -19.2% | -4.8% | 4.4% | -0.6% | 17.2% | -0.7% | 9.1% | 0.0% | 3.0%
CCCC(=O)Nc1ccccc1NC(=O)CN(C)S(=O)(=O)c1ccccc1 | -29.3% | -0.3% | 2.7% | 7.2% | -15.2% | -0.1% | -2.1% | 2.8% | 3.7%
Cc1c(OCC(=O)NC(Cc2ccc(Cl)cc2)C(=O)O)ccc2c(-c3ccccc3)cc(=O)oc12 (configuration not stated) | -17.2% | -0.8% | -5.8% | -31.8%[20 µM] | 17.0% | 0.5% | -6.8% | 41.2% | 18.1%
CCCc1ccc(C(=O)[C@@H]2[C@@H](C(C)=O)N3c4ccc(F)cc4C=C[C@@H]3[C@@]23C(=O)Nc2ccccc23)cc1 | -3.1% | -0.1% | -6.0% | 4.2% | -8.2% | 0.0% | 4.7% | -0.8% | 17.6%
CC(=O)c1cn(Cc2ccccc2)c(=O)n(Cc2ccc(F)cc2)c1=O | 15.2% | 0.4% | 7.9% | -16.5% | 1.9% | -0.1% | 7.2% | -2.6% | 8.7%

Sorted by formula weight (falling): four of the compounds above
SMILES | NOD1 NF-kB reporter | KOR beta-arrestin-1 | Rac1 GTP hydrolysis | KOR beta-arrestin-2 | NOD2 inhibition | GPR55 activation | GPR55 antagonists | HIV fusion peptide | Large T inhibition
COC(=O)c1cccc(NC(=O)c2ccc3c(c2)C(=O)N(Cc2cccnc2)C3=O)c1 | -20.0% | 4.9% | 7.7% | -19.3% | 0.8% | -0.1% | 2.5% | 0.2% | 27.5%
COc1cc(/C=N/NC(=O)CSc2n[nH]c(=O)[nH]c2=O)cc(OC)c1O | -14.8% | -3.8% | 2.3% | 21.5% | 19.0% | 0.7% | 11.7% | 1.0% | 19.5%
Cc1sc2ncnc(NCCCN3CCCC3=O)c2c1C | 5.8% | -3.8% | 7.2% | -5.9% | -5.5% | -0.2% | 3.3% | -1.9% | 6.0%
CCOC(=O)c1cccnc1NC(=O)c1ccccc1 | -24.5% | -0.1% | -1.7% | 16.2% | 25.2% | -0.2% | 1.0% | 1.6% | 8.2%

Assay outcomes: PubChem, several laboratories

The list is partial; count on the stated rates, not on these rows.
